WT yeast gro inh: growth inhibition of WT strain, primary screen, mitochondrial fusion inhibitor project, WT and mutant strains, chemical genetic | mitochondrial fusion phenotypic screen | inhibition, % at 10 µM | 2.1% of 190,000 active | AID 1362, 2008; in the data active means inhibition above about 58%; tested in S. cerevisiae
AID2073: inhibitors of Mint1-CaV2.2 protein interaction, biochemical, HTRF (AID 2073); Voltage-dependent N-type calcium channel subunit alpha-1B (Homo sapiens); HTRF protein-protein interaction, Mint1-CaV2.2; higher % means a stronger effect; inhibition, % at 20 µM; hits with a dose series show IC50 in µM; 0.19% of 290,000 active; in the data active means inhibition mostly above about 51%, no sharp cut-off; inconclusive means no clear call, values can overlap the other calls; inactive means mostly below about 53%; further: some results filed as inactive read as strong as hits
Dengue-2 NS5 capping: Dengue-2 NS5 methyltransferase inhibitors, primary screen, biochemical, confirmation dose response (AID 588689); Genome polyprotein (Dengue virus type 2 (strain 16681-PDK53)); Dengue-2 NS5 methyltransferase capping enzyme assay, biochemical; higher % means a stronger effect; inhibition, % at 25 µM, or IC50 in µM where a hit was titrated; 0.3% of 340,000 active; in the data active means a potency from the dose series; inconclusive means inhibition above about 29% without an active follow-up result
NTR1 ag: agonists of NTR1, primary screen, imaging, U2OS cells, beta-arrestin-GFP, high content (AID 493036); Neurotensin receptor type 1 (Homo sapiens), P30989; NTR1-U2OS beta-arrestin-GFP spot imaging, agonist mode; activation, % at 20 µM; 0.17% of 330,000 active;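 active means activation at or above 40% of the spot to cytoplasm intensity ratio, with at least 20 cells analyzed; inconclusive means wells under 20 cells, flagged as cytotoxic or low count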;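 further: 0% = DMSO without peptide and 100% = 100 nM NTR1 peptide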
Target sequence (P30989 whole entry, looked up): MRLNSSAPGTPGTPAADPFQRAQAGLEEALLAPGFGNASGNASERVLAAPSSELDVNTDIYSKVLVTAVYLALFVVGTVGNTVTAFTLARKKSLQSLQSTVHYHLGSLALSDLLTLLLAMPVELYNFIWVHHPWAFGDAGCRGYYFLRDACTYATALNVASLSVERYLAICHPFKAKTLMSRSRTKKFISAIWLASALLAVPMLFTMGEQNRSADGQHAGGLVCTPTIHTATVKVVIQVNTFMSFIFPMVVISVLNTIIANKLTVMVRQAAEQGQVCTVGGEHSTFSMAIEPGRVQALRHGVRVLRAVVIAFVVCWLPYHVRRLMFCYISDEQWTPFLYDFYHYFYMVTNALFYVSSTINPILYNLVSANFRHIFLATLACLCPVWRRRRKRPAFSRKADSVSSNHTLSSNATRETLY
RSV antiviral HEp-2: RSV antiviral activity via CPE protection, HEp-2 cells, primary 10 µM value included (AID 2391); CPE inhibition, % at 10 µM, or IC50 in µM where a hit was titrated; 0.13% of 310,000 active; HEp-2 cells, RSV-induced CPE inhibition; higher % means a stronger effect; in the data active means a potency from the dose series; inconclusive means CPE inhibition mostly from about 23% at the one dose, without a potency; inactive means the rest, 99 in 100 with CPE inhibition below about 21%; further: strong numbers were not always called active
LYP phosphatase: inhibitors of LYP phosphatase, biochemical, fluorescence intensity, uHTS (AID 1779). Tyrosine-protein phosphatase non-receptor type 22 (Homo sapiens). recombinant LYP phosphatase, fluorescence intensity; higher % means a stronger effect. inhibition, % at 11.5 µM; hits with a dose series show IC50 in µM. 0.054% of 290,000 active; in the data active means inhibition above about 50%;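 further: plate controls were vehicle with enzyme for no effect and no enzyme for full effect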
UTI89 phage lysis: inhibition of K1F phage lysis, E. coli UTI89, bacterial capsule biogenesis inhibitors, alamar blue (AID 488966); E. coli UTI89 K1F phage lysis, alamar blue, 2 h; higher % means a stronger effect; one-dose inhibition, % at 100 µM; IC50 in µM for titrated hits; 0.02% of 340,000 active;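 active means phage lysis inhibition, versus mean bacterial control, above a set limit; inconclusive means no clear call, values can overlap the other calls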;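 further: capsule biogenesis inhibitors block K1F phage lysis so surviving cells raise fluorescence; higher fluorescence means more inhibition of phage lysis; actives were called in the ten point dose series up to 300 µM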
GPR35 antagonists: GPR35 antagonists blocking zaprinast-driven arrestin recruitment, primary screen, imaging, U2OS, beta-arrestin-GFP, zaprinast agonist (AID 2058); G-protein coupled receptor 35 (Homo sapiens); U2OS GPR35 beta-arrestin-GFP translocation imaging, zaprinast antagonism; higher % means a stronger effect; inhibition, % at 10 µM; hits with a dose series show IC50 in µM; 0.052% of 290,000 active;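 active means inhibition of at least 50% with at least 30 cells and total cytoplasm GFP at most 10,000,000; inconclusive means under 30 cells or total GFP of 10,000,000 plus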
Autophagy mod: autophagy modulators in MEF cells, primary screen, imaging, high-content, MEF GFP-LC3; MEF GFP-LC3 puncta imaging; test concentration mostly 10 µM; calls only at 10 µM (by protocol); 0.98% of 190,000 active;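 active means percentage of spot-positive cells more than 3 SD above its plate mean, without a fluorescence outlier flag or 80% toxicity; inconclusive means no clear call, values can overlap the other calls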;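 further: spot-positive cell cutoff set from DMSO-treated cells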
WT yeast gro inh mutant strain: recorded beside WT yeast gro inh, whose call it bears; inhibition, %; mitochondrial fusion phenotypic screen, mutant strain inhibition
Autophagy mod cell loss 18 h: also measured in Autophagy mod; calls as there; toxicity, %; measured here: cell loss, nuclei count;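 cell loss after 18 h compound exposure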
NTR1 ag cell count 20 µM: further read-out of NTR1 ag, marked with its call; cell count; measured here: cell count, cytotoxicity flag
Dengue-2 NS5 capping pilot replicate: second read-out of Dengue-2 NS5 capping, no call of its own (marks repeat the call); inhibition, %; measured here: pilot screen replicate inhibition
* marks the source's active call; other numbers are inactive results; i = inactive; ? = inconclusive; / = no result given; [ ] = another dose, or the depositor's remark.

SMILES | WT yeast gro inh | WT yeast gro inh mutant strain | AID2073 | Dengue-2 NS5 capping | NTR1 ag | NTR1 ag cell count 20 µM | RSV antiviral HEp-2 | LYP phosphatase | UTI89 phage lysis | GPR35 antagonists | Autophagy mod | Autophagy mod cell loss 18 h | others
Cc1sc2nc(C(C)C)nc(SCC(=O)N3CCN(C(=O)c4ccco4)CC3)c2c1C | 20 | 6 | 6% | -1% | 2.0 | 52 | 1.8% | 3% | 3.1% | 4% | i | 6
CCc1cccc2c(C(=O)CSc3nnc(-c4ccoc4C)n3C)c[nH]c12 | -11 | -10 | -5% | -3% | 0.3 | 54 | -1.7% | 1% | -0.1% | 0% | i | 4
CSc1ccc(N2CCN(CCCNC(=O)Nc3ccccc3F)CC2)cc1 | -3 | 1 | 0% | -12% | -0.1 | 93 | 0.2% | -13% | 0.5% | 13% | i | 2 | Dengue-2 NS5 capping pilot replicate=-9.3
CC1CN(CC(=O)NN=C(c2ccccc2)c2ccccc2)CC(C)O1 (stereo not given) | 6 | -7 | -2% | -4% | -0.3 | 35 | 2.8% | -3% | 1.3% | 13% | i | 23
CCN1CCN(CCNC(=O)c2ccc(CS(=O)c3ccc(Br)cc3)o2)CC1 (stereo not given) | / | / | 10% | -6% | 2.4 | 65 | 0.7% | -9% | 0.2% | 10% | / | /
Cn1c(=O)c2c(nc(NCCNC(=O)c3ccco3)n2Cc2ccc(F)cc2)n(C)c1=O | / | / | -10% | 0% | -2.2 | 55 | 8.4% | 0% | -0.1% | 7% | / | /
O=C(c1n[nH]c2c1CCCC2)n1ccnc1 | 3 | 0 | -7% | / | 0.1 | 56 | 0.7% | -8% | / | -5% | i | -3
COc1ccc(-n2nc(C(=O)NCC(=O)NCCN(C)C)c3ccccc3c2=O)c(OC)c1 | / | / | -4% | 4% | -1.3 | 82 | 2.0% | -6% | 1.3%[50 µM] | 6% | / | /
Cc1ccc(S(=O)(=O)n2cc(C=O)c3ccccc32)cc1 | / | / | 0% | 4% | 7.8 | 39 | 5.9% | 4% | 0.1% | -3% | / | /
O=C1CCCN1c1cc(Cl)ccc1Cl | -3 | 9 | -4% | -4% | -2.2 | 65 | 0.8% | 16% | 0.6% | -15% | i | 5
CC(C)(C)C(=O)Nc1ncc(C(F)(F)F)cc1Cl | -9 | -9 | -7% | 2% | -2.5 | 87 | 1.1% | -8% | -0.1% | 1% | i | 2
Cc1ccc(CN2CCSc3ccc(C(=O)NCc4cccnc4)cc32)cc1 | 36 | 5 | 8% | 6% | 1.3 | 76 | 6.5% | -3% | -0.2% | -22% | i | 1
COC(C(=O)Nc1ccnn1C1CCN(Cc2ccc(CO)o2)CC1)c1ccccc1 (stereo not given) | / | / | 8% | 3% | 1.4 | 51 | 0.3% | -6% | -0.1% | -3% | / | /
C=CCN=c1scc(-c2ccc(F)cc2)n1/N=C/c1ccccn1 | 39 | 8 | 10% | -1% | 2.5 | 88 | 11% | -1% | -0.3% | -4% | i | 3
Cc1cccc(NC(=O)CCC2CCN(C(=O)C3CC=CCC3)CC2)c1 (stereo not given) | / | / | 4% | 1% | -0.3 | 53 | 2.2% | -6% | 0.0% | -5% | / | /

An excerpt from above in order of count of non-hydrogen atoms, rising.
SMILES | WT yeast gro inh | WT yeast gro inh mutant strain | AID2073 | Dengue-2 NS5 capping | NTR1 ag | NTR1 ag cell count 20 µM | RSV antiviral HEp-2 | LYP phosphatase | UTI89 phage lysis | GPR35 antagonists | Autophagy mod | Autophagy mod cell loss 18 h | others
O=C(c1n[nH]c2c1CCCC2)n1ccnc1 | 3 | 0 | -7% | / | 0.1 | 56 | 0.7% | -8% | / | -5% | i | -3
Cc1ccc(S(=O)(=O)n2cc(C=O)c3ccccc32)cc1 | / | / | 0% | 4% | 7.8 | 39 | 5.9% | 4% | 0.1% | -3% | / | /
CC1CN(CC(=O)NN=C(c2ccccc2)c2ccccc2)CC(C)O1 (stereo not given) | 6 | -7 | -2% | -4% | -0.3 | 35 | 2.8% | -3% | 1.3% | 13% | i | 23

Further compounds.
SMILES | WT yeast gro inh | WT yeast gro inh mutant strain | AID2073 | Dengue-2 NS5 capping | NTR1 ag | NTR1 ag cell count 20 µM | RSV antiviral HEp-2 | LYP phosphatase | UTI89 phage lysis | GPR35 antagonists | Autophagy mod | Autophagy mod cell loss 18 h | others
Cc1cc(S(=O)(=O)N2CCOCC2)ccc1OCC(=O)N1CCC(C)CC1 | / | / | -3% | -8% | 0.0 | 44 | 1.4% | 6% | 0.2% | 13% | / | /
CCn1c(CC(=O)Nc2ccc(OC)cc2)nnc1SCC(=O)N1CCOCC1 | / | / | -3% | -6% | -0.1 | 56 | 0.7% | -7% | -0.1%[50 µM] | 4% | / | /
COC(=O)C1N[C@@H]([C@@H](NC(=O)COc2ccccc2)C(=O)NCc2ccccc2)SC1(C)C (stereo not given in full) | / | / | / | -3% | 0.2 | 56 | -2.1% | / | 0.6% | / | / | /
CS(=O)(=O)c1ccc(NC(=O)C2CCCN(C(=O)c3ccc(Cl)cc3)C2)cc1 (stereo not given) | / | / | / | 11% | -1.3 | 52 | 0.9% | / | 0.6%[50 µM] | / | / | /
Cc1cc(C)c(S(=O)(=O)N2CCCOC2CNC(=O)C(=O)NCCCn2ccnc2)c(C)c1 (stereo not given) | -10 | -14 | -5% | -4% | 1.4 | 53 | 2.8% | -8% | 3.7% | 6% | i | 5
O=C(NCc1ccc(F)cc1)c1cc(-c2cccs2)on1 | 4 | -3 | 6% | -2% | 0.8 | 88 | 0.6% | 0% | 1.6% | 11% | i | 4
CN(C)c1ccc(NC(=O)c2cccc(N3C(=O)C4C5C=CC(C5)C4C3=O)c2)cc1 (stereo not given) | -11 | -6 | -13% | -10% | 2.2 | 91 | 0.8% | -6% | -1.1% | 1% | i | 0
O=C1Nc2cc3c(cc2Sc2ccccc21)OCCO3 | -14 | -9 | 13% | -6% | -1.5 | 43 | -0.9% | -1% | 2.6% | 5% | i | 1
CCOc1ccc(/C=C2\C(=O)c3ccccc3OC2c2ccccc2)cc1 (stereo not given) | 9 | -3 | 20% | -6% | -0.2 | 87 | 1.5% | 2% | 0.5% | -2% | i | 4
COc1ccc(Cl)cc1N1Cc2ccccc2C1 | 6 | 16 | -2% | -16% | -0.5 | 88 | 6.3% | -2% | -3.7% | -16% | i | -8
O=C1CC(N2CCC(c3nc4ccccc4[nH]3)CC2)C(=O)N1c1ccccc1F (stereo not given) | -1 | 5 | ? | -3% | -1.1 | 95 | 0.4% | -7% | -1.6% | -15% | i | -18
CC(C)(CNC(=O)c1cccc(NS(=O)(=O)c2ccc(Br)cc2)c1)N1CCOCC1 | / | / | 3% | -3% | 0.2 | 53 | 1.5% | -6% | 0.3% | -10% | / | /
COCC(=O)N1CCC(Oc2ccc(C(=O)NCc3csc(C(C)C)n3)cc2)CC1 | / | / | 7% | 0% | -1.2 | 57 | -0.7% | -4% | 0.3% | 19% | / | /
CS(=O)(=O)Oc1ccccc1/C=C1/N=C(c2ccc(F)cc2)OC1=O | -23 | -2 | -3% | -3% | -0.6 | 30 | 1.9% | -4% | 7.4% | 10% | i | 4
CN(CCOc1ccc(Cl)cc1)C(=O)c1ccccc1SCC(=O)N1CCCC1 | / | / | / | -9% | -1.3 | 68 | 0.8% | / | 0.3%[50 µM] | / | / | /
COc1cccc(CC(NC(C)=O)C(=O)NC2CCN(c3nc(C)cc(C)c3C#N)CC2)c1OC (stereo not given) | -12 | -5 | 9% | 2% | 0.2 | 57 | 0.0% | -11% | 1.6% | -4% | i | -13
COc1cc(C(=O)O/N=C2\C=CC(=O)C(C)=C2)cc(OC)c1OC | -23 | 6 | -29% | -39% | -2.9 | 99 | 5.3% | 2% | -0.9% | -3% | i | 15
Cn1c(C(=O)NCC2CCCO2)cc2oc3ccccc3c21 (stereo not given) | 30 | -8 | -7% | 0% | 6.5 | 32 | 3.5% | -4% | -0.1% | 12% | i | 29
CC(=O)COc1ccc2c3c(c(=O)oc2c1C)CCCCC3 | -5 | -3 | 10% | -10% | 3.0 | 89 | 7.5% | -8% | -1.4% | -15% | i | 2
Cc1ccnn1Cc1cc(C(=O)O)c2ccccc2n1 | 3 | 3 | -17% | / | -0.5 | 29 | -0.2% | -5% | 0.3% | 15% | i | -9
CC(=O)N1c2ccccc2[C@H](C)[C@H]1C | / | / | / | -4% | -1.6 | 44 | 1.3% | / | 0.5% | / | / | /
c1ccc(-c2csc3ncnc(NCCN4CCOCC4)c23)cc1 | 1 | -10 | 4% | 2% | 0.2 | 94 | 6.3% | -6% | 0.3% | -2% | i | 12
O=C(NCc1ccc(F)cc1)C1CCCN(S(=O)(=O)c2cccc3nonc23)C1 (stereo not given) | / | / | -5% | -1% | -0.3 | 58 | 0.1% | -9% | 0.2% | 8% | / | /
CC(C)C(=O)NC(C)C(c1cccs1)N1CCOCC1 (stereo not given) | -2 | 10 | 7% | 6% | 3.1 | 54 | 0.8% | 0% | -1.2% | -2% | i | -3
O=C(NC1CCN(Cc2ccccc2)CC1)C1CCN(c2nnc(-n3cccc3)s2)CC1 | 13 | 4 | 4% | -6% | 2.6 | 55 | 0.3% | -6% | -1.6% | -9% | i | 7
Cc1cc(Nc2ccc3c(c2)OCCO3)n2nc(C)nc2n1 | 14 | -1 | -6% | 1% | 1.2 | 55 | -0.2% | 0% | 4.0% | 11% | i | 8
COc1ccccc1NC(=O)N1CCCC1C(=O)NCc1ccccc1F (stereo not given) | 3 | 4 | 2% | 1% | 0.1 | 81 | 0.9% | -5% | 0.3% | 6% | i | -4
Cn1c(Cn2c(=O)sc3ccccc32)nnc1SCC(=O)NCc1ccc(F)cc1 | 12 | 3 | 27% | -1% | -3.6 | 48 | -0.8% | -4% | 1.2% | 14% | i | -4
C/C(CC(=O)Nc1cc(C)ccn1)=N\NC(=O)c1ccccc1C | -27 | -17 | -4% | -10% | 0.5 | 41 | 0.4% | -8% | 0.1% | -7% | i | -2
COCCNC(=O)C1CC2Cn3c(nc4cc(C)c(C)cc43)C2N1C (stereo not given) | / | / | -6% | 2% | -4.9 | 98 | 0.2% | -1% | -0.2% | -4% | / | /
CCn1c(Cc2ccccc2)nnc1SCC(=O)Nc1ccc(S(N)(=O)=O)cc1 | 0 | -5 | -3% | -1% | -0.8 | 43 | -0.1% | 0% | 3.0% | -1% | i | -2
COc1ccccc1NC(=O)CS(=O)(=O)c1cccc2nsnc12 | 3 | -5 | 4% | / | 0.0 | 63 | 2.0% | -7% | 0.2% | 25% | i | 1
